SIAE primary: human SIAE inhibitors, primary screen, biochemical, fluorescence polarization, FP-Rh probe, 1536-well HTS. Sialate O-acetylesterase (Homo sapiens), Q9HAT2. SIAE FP-Rh probe binding. inhibition, % at 9.66 µM. hit rate 0.69% among 370,000. AID 1053197, 2014;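 active means inhibition above a cutoff: mean of compounds within the control limits plus 3 SD of those, cut at about 17% in these data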;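 further: 0% = plate median of compound wells and 100% = probe without SIAE protein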
HTRA1 inhibitor: HTRA1 serine protease inhibitors, primary screen, biochemical, fluorescence polarization, HTS. Q92743. recombinant HTRA1, FP-rhodamine activity-based probe. AID 504803, 2011. inhibition, % at 5.96 µM. hit rate 0.5% among 340,000; in the data active means inhibition above about 36%;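 further: 0% = enzyme with DMSO and 100% = wells lacking enzyme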
NPR2 activator: human GC-B receptor activators, primary screen, HEK293 GC-B cells, cGMP TR-FRET, EC30 CNP | 0% at EC30 CNP, 100% saturating CNP | activation, % at 10 µM | hit rate 0.11% among 370,000;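 active means activation at 10 µM reaching about 35% in either raw or pattern-adjusted values, limit read from the data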
mABHD4 FP: ABHD4 inhibitors, primary screen, biochemical, fluorescence polarization, mouse; inhibition, % at 8.92 µM; AID 720543, 2013; purified mABHD4, FP-Rh probe fluorescence polarization; (Lyso)-N-acylphosphatidylethanolamine lipase (Mus musculus), Q8VD66; hit rate 0.54% among 370,000;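 active means inhibition exceeding the mean over every tested compound plus 3 SD, cut at about 30% in these data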;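 further: 0% = plate median of compound wells and 100% = S159A mutant with DMSO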
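Material: mouse ABHD4 enzyme, wild type; Benchmarks: S159A mutant high control, sample median low control; Buffer or medium: HEPES pH 7.0, NaCl, Pluronic buffer; Signal: fluorescence polarization; Read-out: percent inhibition of probe binding, normalized to plate controls; Timing: pre-incubation 45 min, probe exposure 60 min, at 25 °C; Dosing: 8.92 µM, single dose.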
LEDGF integ inh: blockers of LEDGF/p75-dependent integrase strand transfer – biochemical, TR-FRET, high throughput, primary screen. TR-FRET IN-LEDGF/p75 DNA integration, Eu/Cy5. inhibition, % at 3.7 µM. hit rate 0.64% among 370,000;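 active means inhibition above the screen-wide mean plus 3 SD, cut at about 13% in these data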;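 further: signal is the Cy5 over europium emission ratio at 671 and 618 nm; 0% = plate median of compound wells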
rCAG RNA binder: binders of r(CAG) RNA repeats, primary screen, biochemical, fluorescence; r(CAG) RNA repeat, TO-PRO-1 dye displacement fluorescence; inhibition, % at 3 µM; hit rate 1.3% among 370,000;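 active means inhibition above the plate cutoff, the mean of all test compounds on that plate plus 3 SD, cut at about 35% in these data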;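 further: 0% = DMSO alone and 100% = 100 µM mitoxantrone as full dye displacement; higher means more dye released from RNA so lower well fluorescence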
TDP2 inh: human TDP2 enzyme inhibitors, primary screen, biochemical, epi absorbance, recombinant enzyme; T5PNP hydrolysis, p-nitrophenol absorbance 415 nm; inhibition, % at 12.8 µM; AID 720702, 2013; Tyrosyl-DNA phosphodiesterase 2 (Homo sapiens), O95551; hit rate 0.34% among 370,000;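 active means inhibition above the mean of all tested compounds plus 3 SD, set per campaign, cut at about 25% in these data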;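 further: 0% = DMSO with enzyme and 100% = buffer with substrate but no TDP2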
Target sequence (O95551 whole entry, looked up): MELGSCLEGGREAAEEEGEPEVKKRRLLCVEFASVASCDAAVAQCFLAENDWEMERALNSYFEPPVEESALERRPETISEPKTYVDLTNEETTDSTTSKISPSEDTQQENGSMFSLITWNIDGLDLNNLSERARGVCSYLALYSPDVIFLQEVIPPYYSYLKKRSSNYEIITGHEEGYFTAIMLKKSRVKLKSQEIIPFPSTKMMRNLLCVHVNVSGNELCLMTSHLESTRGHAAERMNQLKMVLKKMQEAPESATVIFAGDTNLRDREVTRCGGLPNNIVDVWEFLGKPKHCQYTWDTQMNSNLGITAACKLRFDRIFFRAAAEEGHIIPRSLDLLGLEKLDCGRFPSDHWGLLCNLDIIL
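Test system: human TDP2 enzyme; Input: 120 nM TDP2 per well; Buffer or medium: Mg2+-containing Tris-HCl buffer, pH 7.5; Reagent: 5 mM T5PNP; Dosing: 12.8 µM single point, 1% DMSO; Incubation: reaction 2 h, 37 °C; Detection: p-Nitrophenol epi absorbance; Read-out: % inhibition relative to enzyme-containing and enzyme-free wells; Replicates: single well per compound.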
TCR-CD3 inh: inhibitors of human TCR-CD3 interaction, primary screen, biochemical, fluorescence, TAMRA-labeled TCR probe | T-cell receptor (TCR) | inhibition, % at 9.4 µM | hit rate 0.37% among 360,000 | AID 651800, 2012; in the data active means inhibition above about 19%;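 further: recombinant mutant TCR 2C K166C tagged with TAMRA read by polarization; 0% = receptor in buffer alone and 100% = receptor with positive control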
PRMT1 FP inh: PRMT1 methyltransferase inhibitors, primary screen, biochemical, fluorescence polarization | hit rate 1.3% among 370,000 | inhibition, % at 2.79 µM | AID 652257, 2013 | recombinant PRMT1, activity-based probe fluorescence polarization;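 active means inhibition above about 21% made by adding two undisclosed values, limit read from the data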
MBD2 DNA inh: inhibitors of MBD2 binding to methylated DNA, primary screen, biochemical, TR-FRET, DNA-binding domain, human; AID 686964, 2013; inhibition, % at 4.4 µM; MBD2 binding to methylated oligonucleotide; hit rate 0.31% among 370,000; in the data active means inhibition above about 13%
Target sequence (Q9UBB5 whole entry, looked up, the tested form may be a part): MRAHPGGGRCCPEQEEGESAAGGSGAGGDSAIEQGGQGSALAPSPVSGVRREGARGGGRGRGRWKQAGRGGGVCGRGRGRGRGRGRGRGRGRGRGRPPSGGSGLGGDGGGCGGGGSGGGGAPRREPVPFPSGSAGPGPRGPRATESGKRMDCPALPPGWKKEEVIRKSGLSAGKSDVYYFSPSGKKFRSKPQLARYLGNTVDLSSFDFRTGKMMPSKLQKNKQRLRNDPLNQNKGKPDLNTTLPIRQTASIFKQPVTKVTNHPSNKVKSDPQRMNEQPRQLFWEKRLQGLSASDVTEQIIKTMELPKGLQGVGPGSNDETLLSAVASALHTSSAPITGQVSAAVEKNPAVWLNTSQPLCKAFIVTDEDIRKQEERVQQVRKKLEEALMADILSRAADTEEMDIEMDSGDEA
Starred values were filed as active, the others as inactive; · = no result given. Some of the compounds tested (hit frequency here may not be typical).

cpd	mol	SIAE primary	HTRA1 inhibitor	NPR2 activator	mABHD4 FP	LEDGF integ inh	rCAG RNA binder	TDP2 inh	TCR-CD3 inh	PRMT1 FP inh	MBD2 DNA inh
1	Cc1ccc(N2C(=O)N(CC(=O)Nc3cc(F)ccc3C)C(=O)C2C)cc1 (stereo not given)	-4	1	-3	-15	-4	-4	-1	-14	3	7
2	NC(=O)c1ccc(NC(=O)COC(=O)c2n[nH]c3ccccc23)cc1	0	-5	3	-2	-1	3	-2	5	-2	-4
3	COC(=O)C1=NNC2C(=O)N(c3ccc(C)cc3)C(=O)C12 (stereo not given)	-3	8	-3	5	-2	1	12	7	-5	-2
4	CCOc1ccc(S(=O)(=O)n2ccnc2)c2ccccc12	1	2	1	2	-2	2	-5	-2	3	1
5	CSc1nnc(NC(=O)c2ccc(S(=O)(=O)N(C)C)cc2)s1	1	7	2	-3	1	0	8	3	-2	-5
6	NC(=O)c1ccc(NC(=O)C2CC2)cc1	0	-4	-1	3	-4	4	-2	2	5	-3
7	COC(=O)c1sc(NC(=O)CSc2nc3nc(C)cc(C)n3n2)c(C(=O)OC)c1C	-9	-10	3	-6	2	5	11	4	-1	-1
8	COc1ccc(NC(=O)N(C)C[C@H]2Oc3ccc(NC(=O)NC(C)C)cc3C(=O)N([C@H](C)CO)C[C@@H]2C)cc1	4	0	6	-8	-1	0	-5	-6	3	6
9	CCCCC(=O)Nc1nnc(-c2ccc(OC)cc2)s1	0	2	-5	1	0	2	-1	2	-2	0
10	CCC(=O)c1cn(CC(=O)NCc2ccco2)c2ccccc12	-2	4	-6	-2	0	1	1	4	-2	6
11	CSCCC(c1nnnn1C1CCCCC1)N1CCN(C/C=C/c2ccccc2)CC1 (stereo not given)	0	·	1	1	-5	1	-8	-6	0	6
12	CC(C)(C)c1nnc(NC(=O)C2CCN(c3ncccn3)CC2)s1	1	-1	1	-2	-3	-4	-6	-7	1	0
13	O=C(NC1CCCCC1)C(c1cccnc1)N(C(=O)c1csnn1)C1CCCC1 (stereo not given)	3	-1	-4	5	0	-4	15	-5	-2	-2
14	COc1cc(NC(=O)CCS(=O)(=O)c2ccc3c(c2)oc(=O)n3C)cc(OC)c1OC	4	-5	4	5	-6	3	-1	-6	3	4
15	COc1ccc(C(=O)NC(=S)N(CCC(C)C)c2c(N)n(Cc3ccccc3)c(=O)[nH]c2=O)cc1	4	-5	5	8	1	8	-2	6	0	0
16	CCCc1nc2ccccc2c(NC(=O)CN(CC)CC)c1CC	1	5	1	7	-2	-3	6	-10	1	7
17	CC1(C)OC(=O)C2=C(CC(CCc3ccccc3)OC2CCc2ccccc2)O1 (stereo not given)	-1	·	6	2	4	2	-2	5	-3	-1
18	CCOCCn1c(SC(C)C(C)=O)nc2c1c(=O)[nH]c(=O)n2C (stereo not given)	0	-5	1	0	-2	-1	3	2	-2	-2
19	Cc1cccc(C)c1NC(=O)CCCSc1nnnn1C	-6	-7	1	2	0	2	-16	-6	-1	-3
20	CCOC(=O)CSc1nnc(CSc2nc(C)cc(C)n2)n1Cc1ccco1	7	4	-6	-4	0	-2	6	12	6	-1

11 compounds from above, arranged by length of the SMILES, ascending:
cpd	mol	SIAE primary	HTRA1 inhibitor	NPR2 activator	mABHD4 FP	LEDGF integ inh	rCAG RNA binder	TDP2 inh	TCR-CD3 inh	PRMT1 FP inh	MBD2 DNA inh
19	Cc1cccc(C)c1NC(=O)CCCSc1nnnn1C	-6	-7	1	2	0	2	-16	-6	-1	-3
9	CCCCC(=O)Nc1nnc(-c2ccc(OC)cc2)s1	0	2	-5	1	0	2	-1	2	-2	0
16	CCCc1nc2ccccc2c(NC(=O)CN(CC)CC)c1CC	1	5	1	7	-2	-3	6	-10	1	7
10	CCC(=O)c1cn(CC(=O)NCc2ccco2)c2ccccc12	-2	4	-6	-2	0	1	1	4	-2	6
12	CC(C)(C)c1nnc(NC(=O)C2CCN(c3ncccn3)CC2)s1	1	-1	1	-2	-3	-4	-6	-7	1	0
18	CCOCCn1c(SC(C)C(C)=O)nc2c1c(=O)[nH]c(=O)n2C (stereo not given)	0	-5	1	0	-2	-1	3	2	-2	-2
11	CSCCC(c1nnnn1C1CCCCC1)N1CCN(C/C=C/c2ccccc2)CC1 (stereo not given)	0	·	1	1	-5	1	-8	-6	0	6
13	O=C(NC1CCCCC1)C(c1cccnc1)N(C(=O)c1csnn1)C1CCCC1 (stereo not given)	3	-1	-4	5	0	-4	15	-5	-2	-2
7	COC(=O)c1sc(NC(=O)CSc2nc3nc(C)cc(C)n3n2)c(C(=O)OC)c1C	-9	-10	3	-6	2	5	11	4	-1	-1
14	COc1cc(NC(=O)CCS(=O)(=O)c2ccc3c(c2)oc(=O)n3C)cc(OC)c1OC	4	-5	4	5	-6	3	-1	-6	3	4
8	COc1ccc(NC(=O)N(C)C[C@H]2Oc3ccc(NC(=O)NC(C)C)cc3C(=O)N([C@H](C)CO)C[C@@H]2C)cc1	4	0	6	-8	-1	0	-5	-6	3	6

Following part
cpd	mol	SIAE primary	HTRA1 inhibitor	NPR2 activator	mABHD4 FP	LEDGF integ inh	rCAG RNA binder	TDP2 inh	TCR-CD3 inh	PRMT1 FP inh	MBD2 DNA inh
21	CCC(C)c1ccc(NC(=S)NCc2cccs2)cc1 (stereo not given)	-3	-25	2	-24	0	5	-14	9	-1	2
22	COc1ccc(Cn2c(=O)c3[nH]cnc3n(-c3ccc(C)cc3)c2=O)cc1	-1	-3	-1	5	1	-4	2	-1	3	3
23	CCN(Cc1ccccc1)C(=O)CSc1nc(C)cc(C)c1C#N	2	1	-1	2	1	0	-1	-5	2	5
24	C=CCn1c(-c2cccc(OCC)c2)n[nH]c1=S	5	1	-2	0	-3	-2	4	3	2	-1
25	CCC(=O)N1N=C(c2ccc(NS(C)(=O)=O)cc2)CC1c1ccc(C)cc1 (stereo not given)	-3	-6	-3	-5	-4	-1	1	2	-1	1
26	COc1cc(CN2CCN(Cc3ccc(C)cc3)C(CCO)C2)cc(OC)c1O (stereo not given)	4	-1	-5	1	-5	-3	4	1	2	1
27	O=C(OCC(=O)N1CCc2ccccc21)c1nc(Cl)ccc1Cl	-1	-1	0	2	-4	3	-8	-3	4	-4
28	NC(=O)c1ccsc1NC(=O)COC(=O)/C=C/c1ccc([N+](=O)[O-])cc1	2	-1	1	5	-1	3	0	8	-1	1
29	CCN(C(=O)c1cn(C)c(=O)c2cc(OC)c(OC)cc12)c1cc(C)ccc1C	3	1	-6	-3	-1	-6	-4	-2	0	-8
30	CN(C)/C=C1/C(=O)Nc2ccccc21	6	9	-3	-2	3	1	6	3	-1	-2
31	CN(C)S(=O)(=O)c1cccc(NC(=S)NC(=O)C2CCCCC2)c1	-3	-14	-2	-12	2	3	5	7	-2	-2
32	CCc1ccc(CN(C)C(=O)C2=CC=CN3CCS(=O)(=O)N=C23)cc1	13	-2	3	7	0	-1	0	-3	4	-2
33	Cc1ccc(/C=C2\C(=N)N3N=C(CC(=O)N4CCOCC4)SC3=NC2=O)o1	-7	11	1	1	8	24	-7	9	5	-5
34	O=C(NC1CCN(C(=O)Nc2cccc(Cl)c2)CC1)c1ccccc1	1	1	3	0	3	-1	13	2	-3	1
35	CCNc1nc(NCC)n2c(SC(C)C(=O)c3ccc(C)cc3)nnc2n1 (stereo not given)	3	4	-5	4	-4	0	-6	4	-3	0
36	COc1cc(OC)nc(Oc2cc(/C=N/O)ccc2OC)n1	0	7	3	1	-1	2	4	-1	1	-1
37	COc1ccccc1NC(=O)C(NC(=O)c1ccc(C)cc1)c1ccccc1 (stereo not given)	-8	-26	-4	-1	-3	1	3	-1	5	-5
38	FC(F)(F)c1cnc(/C=C/Nc2ccccc2Cl)c(Cl)c1	8	-8	-5	-1	-2	-2	-2	8	0	-2
39	CCOC(=O)N[C@@H](Cc1cccnc1)C(=O)N1CCC[C@H]1C(=O)NC1CCCC1	-3	·	-4	-2	-5	-1	0	1	5	1
40	CCn1c(-c2cc(C3CC3)nc3ccccc23)n[nH]c1=S	2	3	1	5	4	9	1	9	1	-1
41	CCCCOc1ccc(C2(C)NC(=O)NC2=O)cc1 (stereo not given)	-1	3	2	-2	-4	-2	4	4	0	1
42	O=C(Nc1ccccn1)c1cccs1	0	1	5	5	0	-3	11	0	-1	4
43	Cc1ccc(-n2nc3c(c2NC(=O)c2ccc4c(c2)OCO4)CSC3)cc1	-3	1	-1	-1	1	-1	-9	1	-3	2
44	CN1C(=O)[C@H]2[C@@H](c3ccc(C(F)(F)F)cc3)N[C@]3(CCCN(Cc4ccc(Br)cc4)C3=O)[C@H]2C1=O	-7	-8	0	0	5	-1	-3	-1	-3	0
45	COc1ccccc1NC(=S)NNC(=O)c1ccccc1	8	-5	0	7	-3	2	-14	6	-2	5
46	COc1ccc(NS(=O)(=O)c2ccc(NC(=S)NC(=O)/C=C/c3ccccc3)cc2)nn1	-13	-23	-4	-8	-1	40*	5	8	-2	-4
47	Cc1cccc(COc2ccc(S(=O)(=O)N3CCOCC3)cc2[N+](=O)[O-])c1	-1	-9	-3	-2	2	3	5	8	3	0
48	Cc1cccc(NC(=S)N2CCC(NC(=O)c3ccco3)CC2)c1	2	5	-2	1	2	2	8	3	0	0
49	COc1ccc(/C=C/C(=O)NCCC(=O)N2CCCN(C)CC2)cc1	0	0	5	-1	-2	-1	5	-6	1	-1
50	Cc1ccc(C(=O)NCC(=O)OC(C)C(=O)NC2CCCc3ccccc32)cc1 (stereo not given)	1	2	3	2	2	-7	-4	8	-1	-2
51	O=C(CCS(=O)(=O)c1ccc(Br)cc1)N1CCN(c2ccccc2)CC1	2	-7	-3	4	1	-6	-5	5	-1	-3
52	Cc1ccc(NC(=O)c2ccc3nc(N4CCOCC4)sc3c2)c(Cl)c1	-22	0	7	-4	1	3	0	1	-8	0
53	CCOC(=O)CNC(=O)CSc1nc(-c2cccc(C)c2)ns1	-6	-4	-6	-9	0	-2	3	3	6	-2
